# HSF1 inhib: HSF1 inhibition. NIH3T3-HGL HSE-luciferase, MG132-induced, luminescence 8 h; active compounds read low. activity change, negative = inhibition, % at 7.5 µM (by protocol). 300,000 compounds, 0.77% hits. AID 2098;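 active = more than half of replicate wells show activity change below -50%, luminescence cut by over half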;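 note: luciferase reports HSF-1 transcriptional activity via heat shock element; 0% = median of DMSO wells and -100% = zero luminescence signal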
# KLF5 inhibitor: kruppel-like factor 5 inhibition | DLD-1 KLF5 promoter-luciferase reporter, luminescence | inhibition, % at 5 µM | 290,000 compounds, 0.23% hits | AID 1700;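 active = inhibition above a per-plate limit of that plate's mean compound inhibition plus 3 SD, cut at about 60% in these data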;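 note: 0% = DMSO wells and 100% = LY294002 at 200 µM; higher means less KLF5 promoter-driven luciferase light; inactives centre near -14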
# aSyn 5UTR inh: 5' untranslated region of α-synuclein, MLPCN primary screen; alpha-synuclein 5'UTR reporter, inhibitor activity; inhibition, % (tested at 7.5 µM); 300,000 compounds, 0.82% hits; in the data active = inhibition above about 60%;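 note: H4 neuroglioblastoma cells stably carrying SNCA 5'UTR luciferase fusion; 0% = DMSO wells and 100% = positive control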
# HSP90 inh: inhibitors of HSP90 luciferase refolding in rabbit reticulocyte lysate; inhibition, % at 5.6 µM; AID 1789; 290,000 compounds, 0.91% hits; luciferase refolding luminescence, 3 h;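 active = inhibition above the screen-wide mean plus 3 SD, computed separately per campaign, cut at about 16% in these data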;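 note: 0% = DMSO wells and 100% = 60 µM geldanamycin wells; inhibitors lower the luminescence because luciferase stays unfolded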
# Platelet DG rel: platelet dense granule release activity; 300,000 compounds, 0.22% hits; inhibition, %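 (compounds screened at 7.5 µM in platelet-rich plasma)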; human platelet-rich plasma, SFLLRN dense granule ATP release, luminescence;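 active = mean replicate score, as percent of positive control, at or above 50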
# IEC-6 cytotox: kills IEC-6 intestinal cells in KLF5 counter-screen; IEC-6 cytotoxicity, luminescence viability; inhibition, % at 5 µM; 290,000 compounds, 0.78% hits; AID 1825; in the data active = inhibition above about 22%;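 note: 0% = plate median of test compound wells and 100% = cytotoxic reference compound wells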
# HSF1 activator: increases HSF-1 driven luciferase reporter signal; NIH3T3-HGL HSF-1 luciferase reporter, MG132, 8 h; 100% = twice DMSO control signal; activation, % at 9 µM; 300,000 compounds, 1.7% hits; AID 504408;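 active = mean replicate activation of at least 50% with a set share of replicates each reaching 50%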;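 note: 0% = median of the neutral control wells and 100% = twice that signal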
# SKKanGAS inh: inhibitors of SKKanGAS S. pyogenes growth in kanamycin (SK-promoter or general growth effect) | BacTiter-Glo, 6 h | inhibition, % at 7.5 µM | 300,000 compounds, 1.3% hits | AID 1662;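 active = mean replicate score, as percent of positive control median, at least 50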;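 note: strain carries kanamycin resistance gene driven by streptokinase promoter and grows in 40 µg/ml kanamycin; loss of luminescence reflects streptokinase promoter inhibition or plain growth inhibition; 0% = median of DMSO wells and 100% = positive control at its reference dose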
# AI-2 QS modul: modulates the Vibrio harveyi AI-2 quorum sensing system | Vibrio harveyi JMH597 AI-2 luminescence/OD600 ratio, 9 h; active compounds read low; strain lacks LuxN and CqsS sensors; 0 = neutral-control median | activity change, % at 7.5 µM | 300,000 compounds, 0.4% hits | AID 2094; in the data active = activity change below about -75%, passing the limit was not always enough;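 note: luminescence divided by OD600 gain over 9 h not by final OD600 alone; inactives centre near 13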
# HIF act: HIF pathway transcriptional activation; activation, % at 7.5 µM (by protocol); 300,000 compounds, 0.32% hits; U2OS HRE-luciferase reporter, luminescence; normalized: DMSO 0%, desferrioxamine 100%;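 active = mean activation of at least 10% of the iron chelator positive control signal, with at least half of replicates also reaching 10%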
# * marks the source's active call; other numbers are inactive results; / = not tested or not shown. The order is random. Share with any hit: about 6%.
structure,HSF1 inhib,KLF5 inhibitor,aSyn 5UTR inh,HSP90 inh,Platelet DG rel,IEC-6 cytotox,HSF1 activator,SKKanGAS inh,AI-2 QS modul,HIF act
COc1ccc(OCCOC(=O)CCS(=O)(=O)c2ccc(C)cc2)cc1,-11.1,/,7.4,/,3.9,/,-13.9,-8.1,19.2,-0.3
CN(C)CCN(Cc1ccccc1)S(=O)(=O)c1ccc2c(c1)n(C)c(=O)c(=O)n2C,-1.3,6.3,8.6,-4.2,-1.7,0.5,1.2,-11.1,24.7,-0.1
CCN1CCN(CCCNC(=O)c2cc3c(=O)oc4ccc(C)cc4c3s2)CC1,6.2,-18.5,-11.6,-2.4,2.6,0.6,-17.6,-8.0,0.7,0.0
COc1ccc(C(=O)NC(=S)N2CCCCC2c2cccnc2)cc1OC (stereo not given),33.9,14.7,2.3,5.0,-8.9,2.3,60.1*,5.9,-4.7,-0.1
O=C(O)c1ccc(N2N=C(c3ccccc3)CC2c2ccccc2)cc1 (stereo not given),-5.9,-29.9,1.1,1.6,5.3,1.4,-9.6,10.5,40.7,-6.3
O=C(CSc1nnc(NC(=O)c2ccccc2)s1)NCc1ccco1,13.7,-113.5,-16.0,2.5,4.4,1.8,16.0,13.7,9.7,0.2
N#CC(c1ccccc1)C1CCN(Cc2ccccc2)CC1 (stereo not given),-5.1,-10.6,20.7,1.2,15.3,-5.3,-18.5,4.8,3.7,0.1
COc1ccc(C(=O)Nc2cccc(/C=C/c3nc4ccccc4c(=O)[nH]3)c2)cc1,-26.9,-18.3,16.1,28.3*,3.7,16.2,-38.8,17.9,14.9,-1.6
CN1C(=S)SC(C)(C)C1(C)NO (stereo not given),4.1,-18.9,-7.9,-2.1,2.8,3.3,19.8,-7.5,16.8,-0.3
COc1ccc2c(c1[N+](=O)[O-])CCC/C2=N/OC(=O)c1cccc2ccccc12,-0.5,-47.2,-9.5,-7.8,-2.4,1.9,1.2,-0.1,16.5,0.0
COc1ccc(NC(=O)COC(=O)CCCOc2ccc(Cl)cc2Cl)cc1,-3.7,-26.0,-3.0,4.1,7.1,0.1,4.7,-5.3,-0.7,-0.4
Cc1cccc(OCCn2cnc(Cl)c2Cl)c1,3.4,-32.6,-5.6,2.0,14.1,-1.7,3.3,-8.9,-0.9,0.1
COc1cccc(/C=N/NC(=O)C(=O)N2CCCCCC2)c1OC,0.9,-6.3,4.0,0.4,-7.6,1.4,-20.4,3.2,6.3,0.3
Cc1ccn(CC(=O)N2CCCC(C(=O)c3cccc4ccccc34)C2)n1 (stereo not given),-5.5,-30.9,13.0,-1.5,22.7,0.3,-4.3,-2.8,4.0,0.1
COc1ccc(/C=C/C(=O)NC(=S)NNC(=O)c2cccs2)cc1,7.2,-26.1,0.8,-1.9,-0.2,0.2,3.7,93.6*,32.9,0.8
CC1CCN(S(=O)(=O)c2ccc3c(c2)c(=O)c(C(=O)N2CCOCC2)cn3C)CC1,-1.6,-7.5,21.5,0.5,20.2,1.1,-9.6,0.5,1.6,0.4
Cc1ccc(Cn2c(C(=O)NCCCN3CCOCC3)cc3sccc32)cc1,6.5,-15.3,-30.8,-2.9,-16.5,4.0,20.8,-9.3,11.9,-0.1
CS(=O)(=O)N(CC(=O)NCc1ccccc1Cl)C1CCCCC1,2.3,-27.0,7.7,-0.9,-0.1,-1.3,14.1,-4.2,0.3,0.2
COc1ccccc1-n1nnnc1SCC(=O)NC1CCCCC1,4.0,-25.3,12.6,0.6,2.7,-4.4,-1.7,-4.9,12.5,0.0
Cc1ccc(C(=O)CC(C(=O)O)n2cnc([N+](=O)[O-])n2)cc1 (stereo not given),9.9,17.1,-24.2,-1.1,-3.0,6.6,42.3,-19.8,8.4,0.0
O=C(Cn1ccccc1=O)c1ccc(Cl)cc1,-10.8,9.9,-0.4,0.4,-0.7,-0.8,-4.6,-12.3,24.6,-0.2
COCCCNC(=S)Nc1ccccc1[N+](=O)[O-],1.1,-5.0,-14.6,-1.9,-4.2,1.2,4.3,-1.9,46.8,0.3
O=c1c2c3c(sc2n(CCN2CCCC2)c(=O)n1Cc1ccccc1)CCCCC3,0.7,-5.2,-15.0,3.9,8.6,-7.7,10.2,0.1,10.0,-0.5
O=C(O)CC(c1cccc(C(F)(F)F)c1)N1CCS(=O)(=O)CC1 (stereo not given),-5.9,-22.6,23.4,-2.3,-0.1,-2.9,-11.1,7.4,9.5,0.0
CCCCCCCCN1[C@@H](CC(=O)OCC)c2cc(F)ccc2S1(=O)=O,-1.1,/,16.7,/,-0.8,/,7.0,7.9,3.1,-0.1
O=c1c2cccc3c2c(nn1CN1CCOCC1)-c1ccccc1-3,-0.5,-19.1,18.8,0.9,-0.4,12.8,13.0,8.8,7.0,0.2
O=C(Cn1cnc2ccccc2c1=O)c1cccs1,4.5,-5.5,-29.8,-3.7,-3.1,0.0,18.0,-4.3,3.2,0.2
Cc1cccc(NC(=O)c2oc(=O)c3ccccc3c2-c2ccccc2)c1C,3.3,18.8,6.3,-3.8,0.4,-6.8,-6.5,3.6,-10.3,0.5
Cc1cc(C)c(C(=O)NNC(=O)c2cccnc2)c(C)c1,-1.0,-4.9,-3.2,2.3,-7.3,-2.0,-11.9,2.4,16.9,-0.4
Cc1ccc(C)c(Cn2c(=O)n(CCCC(=O)NCc3ccco3)c(=O)c3ccccc32)c1,2.4,-0.5,22.9,1.8,2.4,2.7,1.1,-5.9,21.0,-1.8

# (listing goes on)
structure,HSF1 inhib,KLF5 inhibitor,aSyn 5UTR inh,HSP90 inh,Platelet DG rel,IEC-6 cytotox,HSF1 activator,SKKanGAS inh,AI-2 QS modul,HIF act
COc1ccc(C(=O)Nc2nncs2)c(OC)c1,14.6,-119.9,-105.6,1.1,-5.3,5.4,26.3,-4.1,20.1,3.3
c1ccc(-c2cc3c(N4CCN(c5ncccn5)CC4)ncnc3s2)cc1,7.4,-12.3,4.5,-3.3,2.2,-8.2,9.5,-13.7,19.8,-1.6
COc1cc(OC)cc(N2C(=O)CSCC2=O)c1,3.1,-15.4,3.9,-3.5,3.0,-4.9,-3.0,7.3,14.3,-0.3
CC1CN(Cc2nc3c(c(=O)[nH]c(=O)n3C)n2CC(N)=O)CC(C)O1 (stereo not given),-1.2,-10.9,1.9,4.2,3.6,1.6,-0.3,-6.0,34.3,-0.3
CCOC(=O)c1c(-c2ccco2)csc1NC(=O)COC(=O)c1cnc(C)cn1,2.2,/,7.5,/,4.4,/,6.0,41.5,14.8,-0.2
COc1ccc(N2CCN(C3CCCN(S(=O)(=O)c4ccc(C)cc4C)C3)CC2)cc1 (stereo not given),-0.4,-26.7,-2.1,3.3,-3.0,-1.3,2.4,-3.8,-1.9,-0.3
Cc1ccc(-n2c(C)cc(C(=O)CSc3nnnn3C)c2C)cc1,-2.1,-90.5,-37.6,7.8,0.1,-0.1,24.0,-6.4,3.0,-2.9
COc1ccc2oc(C(=O)OCC(=O)Nc3cc(S(=O)(=O)N4CCOCC4)ccc3C)c(C)c2c1,3.1,/,0.0,/,-2.8,/,7.7,-10.1,14.6,-0.2
O=C(COC(=O)c1ncc(Cl)c(Cl)c1Cl)NC(=O)NCc1ccccc1,1.1,-9.1,-10.9,1.2,0.8,0.0,20.2,2.1,10.0,-0.6
O=C(c1ccccc1Br)N1CCN(c2ccccn2)CC1,-11.9,-13.7,19.1,4.9,6.0,-0.4,-5.7,5.0,-0.2,-1.0
Cc1ccc(S(=O)(=O)Nc2ccc(S(=O)(=O)NC(C)(C)C)cc2)cc1,-9.2,-15.1,-11.3,-2.5,-1.9,-0.1,6.3,5.6,1.0,0.2
CCCc1cnc(N2CCN(C(=O)c3c(-c4ccccc4)noc3C)CC2)nc1,-24.5,3.5,8.8,2.7,-13.3,3.0,-40.8,1.6,7.4,-0.3
CCSc1nc(N)c(NC(=O)c2ccc(Br)o2)c(=O)[nH]1,-4.9,-39.5,-4.0,1.9,13.0,7.9,-11.2,0.0,3.9,0.0
N#Cc1ccc(C(=O)Nc2cc(C3CC3)nn2-c2ccccc2)cc1,-0.8,/,-12.9,/,-1.7,/,-11.6,-3.9,13.5,-1.2
Cc1nc(NC(C)c2ccccc2)c2c3c(sc2n1)CCC3 (stereo not given),14.3,-1.0,19.7,2.9,5.4,1.7,16.8,15.2,25.6,-0.2
COc1ccc(CCn2c(=N)c(C(=O)NCCN3CCOCC3)cc3c(=O)n4ccccc4nc32)cc1OC,2.1,5.1,5.2,-6.7,-15.6,-11.6,-4.3,-8.7,21.5,0.0
COc1cc(NC(=O)c2ccccc2)cc(OC)c1,-0.1,-0.5,-130.8,-3.8,14.5,3.9,25.4,5.7,22.0,5.4
COc1ccccc1Nc1ncnc2c1c(C)c(C)n2CCCN(C)C,-8.2,-57.1,-28.7,-1.6,2.2,7.3,-15.1,-1.4,-4.4,0.7
CN1CCN(c2cc(C(F)(F)F)nc3ccc(F)cc23)CC1,-9.6,-29.3,0.8,1.6,6.1,-4.0,-5.4,3.7,/,-0.4
CCOc1cc(OCC)nc(S(C)(=O)=O)n1,0.6,-7.9,-30.0,-5.0,-10.0,3.8,9.3,-7.9,40.4,/
CC(C)(C)NC(=O)C(c1ccncc1)N(Cc1cccs1)C(=O)c1csnn1 (stereo not given),1.2,-24.6,-4.9,-1.2,2.7,-4.5,-23.8,10.7,1.2,-0.5
Cc1cccc(C)c1N=Cc1c(O)n(-c2nccs2)c(=O)c2ccccc12,13.7,16.4,31.5,5.2,5.3,1.3,41.9,-5.3,8.7,-0.6
Clc1ccc(Cl)c2sc(N3CCOCC3)nc12,9.2,-18.5,-66.1,-1.5,5.3,-2.1,14.5,-6.1,25.0,2.2
CCN(CC)c1ccc(NC(=O)COC(=O)COc2ccccc2[N+](=O)[O-])cc1,-5.7,-0.7,-7.1,4.0,13.1,-0.4,-15.1,0.2,19.2,-6.9
CC(CS(=O)(=O)c1cccc2cccnc12)N1CCCCC1 (stereo not given),-9.1,1.0,-22.0,-1.3,9.2,2.3,-5.6,1.3,2.0,0.0
CCC(C)(C)NCC(=O)Nc1ccc(OC(F)(F)F)cc1,6.1,-7.7,-18.5,0.8,1.8,-1.2,3.2,-4.3,5.1,0.2
CN1C[C@@H]2C(c3ccccc3)C3(c4cccnc4)CC2(C3)[C@H]1c1ccccc1 (stereo not given in full),3.0,/,-7.6,/,-4.9,/,-17.5,-1.1,29.3,0.0
Cc1ccccc1CN1CCN(CC(=O)NCc2ccccc2)C1=O,-1.7,-5.3,12.3,-1.3,27.6,-6.4,10.3,7.8,-0.5,-0.2
COc1ccc(NC(=O)c2ccc(COCC(F)(F)C(F)F)cc2)cc1OC,0.5,-6.0,-29.2,1.4,-2.3,2.6,4.8,-4.2,19.7,-2.1
O=c1c2c(nc3cc(-c4cccc(Cl)c4)[nH]n13)CCC2,-2.7,-153.0,-35.2,1.4,6.7,8.5,-2.5,4.4,21.1,1.4

# Screening results (PubChem)
